# APJ antagonist – antagonists of human APJ apelin receptor. CHO-K1 APJ beta-arrestin complementation, luminescence. inhibition, % at 20 µM. 330,000 compounds, 0.32% hits;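 active means inhibition above about 40% at 20 µM, limit read from the data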;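 further: cells challenged with 10 nM apelin-13 agonist together with compound; plate controls were apelin-13 plus DMSO wells for no effect and DMSO wells lacking apelin-13 for full effect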
# Target sequence (P35414 whole entry, looked up): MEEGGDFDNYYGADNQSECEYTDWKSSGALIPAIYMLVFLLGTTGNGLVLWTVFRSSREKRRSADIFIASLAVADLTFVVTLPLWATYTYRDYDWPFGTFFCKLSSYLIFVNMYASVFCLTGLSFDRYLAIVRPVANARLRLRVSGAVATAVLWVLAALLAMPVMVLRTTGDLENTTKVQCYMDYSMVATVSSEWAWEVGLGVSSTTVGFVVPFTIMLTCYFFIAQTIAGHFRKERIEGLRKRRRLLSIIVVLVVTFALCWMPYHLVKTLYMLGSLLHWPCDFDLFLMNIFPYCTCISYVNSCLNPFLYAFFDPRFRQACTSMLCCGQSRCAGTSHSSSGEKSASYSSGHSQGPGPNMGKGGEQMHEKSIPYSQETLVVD
# APJ agonist – APJ receptor agonism; P35414; CHO-K1 APJ PathHunter beta-arrestin, luminescence; 0% DMSO wells, 100% apelin; activation, % at 20 µM; 330,000 compounds, 0.11% hits; AID 2520;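 active means activation more than six SD over the plate average, tested at 20 µM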;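 further: 0% = DMSO alone and 100% = apelin-13 at 10 nM; some results filed as inactive read as strong as hits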
#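 Assay system: engineered CHO-K1 APJ arrestin reporter cells; Amount: 1000 CHO-K1 reporter cells seeded per well; Dosing: one dose, 20 µM compound, 1% DMSO; Times: compound stimulation 90 min at 25 °C, detection 60 min; Measured by: luminescent beta-gal fragment complementation, chemiluminescent substrate; Read-out: APJ–arrestin association signal; Controls: DMSO vs Apelin-13 10 nM.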
# CXCR6 block – CXCR6 (human) receptor inhibition; 360,000 compounds, 0.36% hits; inhibition, % at 20 µM; CHO-K1 PathHunter CXCR6 beta-arrestin, luminescence; in the data active means inhibition above about 34%, passing the limit was not always enough;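 further: antagonist mode with CXCL16 agonist at 10 nM final; 0% = 10 nM CXCL16 with DMSO and 100% = unstimulated wells without agonist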
# Target sequence (O00574 whole entry, looked up): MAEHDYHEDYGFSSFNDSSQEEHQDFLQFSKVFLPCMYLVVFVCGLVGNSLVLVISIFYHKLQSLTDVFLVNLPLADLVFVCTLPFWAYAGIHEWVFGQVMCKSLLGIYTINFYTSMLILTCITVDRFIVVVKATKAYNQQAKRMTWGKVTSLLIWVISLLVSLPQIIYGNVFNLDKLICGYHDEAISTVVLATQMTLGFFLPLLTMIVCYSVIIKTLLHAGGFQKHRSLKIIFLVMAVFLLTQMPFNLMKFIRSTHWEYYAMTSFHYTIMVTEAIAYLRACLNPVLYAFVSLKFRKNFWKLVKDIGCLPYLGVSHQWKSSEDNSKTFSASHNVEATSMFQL
# CHOP UPR activ – activators of apoptotic arm of unfolded protein response (CHOP). 330,000 compounds, 0.34% hits. AID 449763. activation, % at 10 µM. CHO-CHOP luciferase reporter, UPR activation, luminescence; percent of tunicamycin response over DMSO baseline;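 active means at 10 µM dose, activation of 40% or more, normalized to positive control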;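 further: 100% = tunicamycin at 10 µg/mL and 0% = DMSO alone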
#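 System: CHO CHOP reporter cells. Amount: 500 cells per well. Buffer or medium: F12 medium, 10% FBS. Compound dosing: one dose, 10 µM in 0.5% DMSO. Incubation: 6 h compound exposure at 37 °C after overnight seeding. Technique: Steady-Glo luciferase luminescence. Benchmarks: tunicamycin and DMSO controls.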
# UPR XBP1 act – activators of adaptive arm of unfolded protein response (XBP1) | activation, % at 20 µM | 330,000 compounds, 0.33% hits | CHO-XBP1 luciferase reporter, IRE1-XBP1 UPR activation, luminescence; percent of tunicamycin response, DMSO as zero;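 active means versus positive control, 20 µM dose yields 30% or more activation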;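 further: 100% = tunicamycin at 10 µg/mL and 0% = DMSO only wells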
#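 Material: CHO-XBP1 cells stably carrying IRE1-XBP1-driven luciferase reporter | Medium: F12 with 10% serum | Compound dosing: 20 µM single concentration, DMSO 1% | Incubation: Overnight seeding at 37 °C, 6 h compound treatment at 37 °C | Detection: Steady-Glo luminescence read | Read-out basis: % activation of reporter signal versus tunicamycin and DMSO controls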
# TIM10 inh – growth inhibitors of TIM10 yeast strain. S. cerevisiae TIM10 strain growth, BacTiter-Glo luminescence, 24 h. inhibition, % at 10 µM. 330,000 compounds, 1.4% hits. AID 463195;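 active means inhibition of 40% or more at the single tested concentration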;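 further: wild-type TIM10 isogenic control strain grown at permissive 25 °C; 0% = DMSO yeast wells and 100% = minimal medium wells without yeast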
# tim23-1 inh – growth inhibitors of tim23-1 mutant yeast. S. cerevisiae tim23-1 growth, BacTiter-Glo luminescence, 24 h. inhibition, % at 20 µM. 330,000 compounds, 1.3% hits. AID 463212;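 active means growth inhibition of the mutant yeast at or above 50%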;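 further: temperature-sensitive mutant grown at 25 °C; plate controls were DMSO-treated mutant yeast for no effect and medium wells lacking yeast for full effect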
# Mdm2-MdmX inh – human Mdm2/MdmX binding inhibition; SaOS-2 split-luciferase Mdm2/MdmX complementation, luminescence; 330,000 compounds, 3% hits; inhibition, % at 8 µM;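 active means inhibition of at least 50% at 8 µM in the primary screen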
# tim10-1 inh – growth inhibitors of tim10-1 mutant yeast | S. cerevisiae tim10-1 ts strain growth, BacTiter-Glo, 24 h | inhibition, % at 20 µM | 330,000 compounds, 2.2% hits;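 active means inhibition of at least 40%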;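 further: mutant grown at 25 °C; 0% = DMSO wells with yeast and 100% = wells holding no yeast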
# Starred values were filed as active, the others as inactive.
SMILES,APJ antagonist,APJ agonist,CXCR6 block,CHOP UPR activ,UPR XBP1 act,TIM10 inh,tim23-1 inh,Mdm2-MdmX inh,tim10-1 inh
CSc1ccccc1C(=O)OCC(=O)NCCN1C(=O)CSC1=O,1,-3,10,0.4,1,2,9,6,-2
COc1cc(-c2nc(CN3CCCCC3CCNC(C)=O)c(C)o2)ccc1F (stereo not drawn),4,-6,1,1.3,-1,-9,-7,14,6
COc1ccc(/C=C2/N=C(SC3CCOC3=O)N(c3cccc(OC)c3)C2=O)cc1 (stereo not drawn),5,2,12,2.2,0,27,35,0,30
C[C@H](CO)N1C[C@H](C)[C@@H](CN(C)C(=O)Nc2ccc3c(c2)OCO3)Oc2c(NC(=O)C3CCCCC3)cccc2C1=O,5,0,-6,-0.8,-2,-1,-1,26,-11
COc1cccc(N2[C@@H](CC(=O)O)c3ccc(/C=C/C(=O)O)cc3S2(=O)=O)c1,-74,-4,-1,1.0,-1,-6,-5,19,4
Cc1nc(C)n(C(C)CNS(=O)(=O)c2ccc(C)c(C)c2)n1 (stereo not drawn),-10,4,0,2.0,0,-16,5,-7,-14
C=CC[C@@H](Cc1ccc(F)cc1)C(=O)OC[C@H]1CCCN1C(=O)[C@H](CC=C)CC(=O)N(CCO)Cc1ccccc1,-10,-3,5,-0.3,-2,10,27,39,26
O=C(CN1CCCCC1)Nc1ccccc1Oc1ccccc1,0,-5,-4,1.7,2,-9,5,14,-32
CCCCOc1ncnc2c1[nH]c1ccccc12,7,1,-1,5.8,2,4,-5,16,-35
CNc1ccc(C(=O)OCC(=O)NC(=O)NC2CCCCC2)cc1[N+](=O)[O-],9,-2,6,-1.3,-1,-13,4,15,-6
CCSc1ccc([C@@H]2[C@H]3C(=O)N(C)C(=O)[C@H]3[C@]3(C(=O)OC)CCCCN23)cc1OC,-6,-3,17,-1.7,2,21,26,10,21
CC(C)Cc1cc(C(=O)Nc2cc(C(F)(F)F)ccc2Cl)no1,5,1,6,-1.5,-1,18,22,14,28
CN(CC(=O)Nc1ccc(Cl)cc1)C(=O)c1ccc(-n2cncn2)c([N+](=O)[O-])c1,-33,6,-8,0.9,-2,5,7,-10,-2
O=C(NC(Cc1ccc2c(c1)OCO2)C(=O)N1CCCC1C(=O)O)c1ccccc1 (stereo not drawn),7,-3,4,-1.8,0,-6,-5,12,-24
O=C(Nc1ccc(OC(F)(F)F)cc1)C1CC(=O)N(Cc2ccco2)C1 (stereo not drawn),-2,3,-1,-2.8,0,5,-9,23,13
COc1ccc(CCN2CC(C(=O)Nc3nccs3)CC2=O)cc1OC (stereo not drawn),-2,-3,-6,0.4,0,3,15,26,5
Cc1ccccc1NC(=S)NCCc1ccccc1,6,-1,2,2.1,-4,6,21,9,18
COc1ccc(NC(=O)C(c2ccc(OC)cc2)N(C)C(=O)Cc2cccs2)cc1 (stereo not drawn),-7,1,-7,-0.1,-4,17,4,-3,11
COc1ccccc1NC(=O)Cc1ccc(-c2ccccc2)cc1,-10,1,0,1.1,4,-3,27,4,11
Cc1nn(C)c(C)c1S(=O)(=O)NCc1cccs1,-7,3,-2,-0.2,-1,-14,13,-22,-6
Cc1ccc(-c2nc(N)n(C(=O)c3cccs3)n2)cc1,-4,0,-1,0.3,-2,20,5,-4,4
O=C(OCC(=O)N(CCc1ccccc1)Cc1ccccc1)c1ccccc1O,16,3,3,-0.9,-4,-4,21,-5,21
CCC(CO)NC(=O)c1cc2c(s1)CCC2 (stereo not drawn),-5,-3,0,1.2,-1,-6,16,-7,18
C#CCOCCOCCOCCNc1nc(N2CCN(C(=O)[C@H](CCCCN)n3cc(CN)nn3)CC2)nc(N2CCN(C(=O)[C@H](CC(N)=O)n3cc(C(N)[C@H](C)CC)nn3)CC2)n1 (stereo partly drawn),8,-4,2,0.3,0,0,10,-6,9
O=C(c1cc2c(s1)CCCC2)N1CCN(S(=O)(=O)c2ccccc2)CC1,15,4,0,1.2,1,9,31,35,39
# Further results follow.
SMILES,APJ antagonist,APJ agonist,CXCR6 block,CHOP UPR activ,UPR XBP1 act,TIM10 inh,tim23-1 inh,Mdm2-MdmX inh,tim10-1 inh
CC(OC(=O)c1cccs1)C(=O)NC1CC1 (stereo not drawn),-24,0,-1,0.0,0,-12,0,6,-10
Nc1c(N(Cc2ccco2)C(=O)c2cccc(F)c2)c(=O)[nH]c(=O)n1Cc1ccccc1,16,-5,6,1.9,-2,10,27,6,16
C=CCNc1nc(Cl)nc(Nc2cc(Cl)ccc2OC)n1,8,-1,-12,0.8,4,-4,16,10,-8
COc1ccc(CN(C(=O)c2snc(C(N)=O)c2N)C(C(=O)NC2CCCC2)c2ccc(OC)c(OC)c2)cc1 (stereo not drawn),-9,-2,6,2.2,-7,-13,14,1,14
O=C(NCC(O)c1ccc([N+](=O)[O-])cc1)C1CCCCC1 (stereo not drawn),18,-4,0,0.7,-1,-3,-1,22,-5
Fc1ccccc1-c1n[nH]c(=S)n1Cc1ccccc1,-9,-4,-5,5.2,-3,30,22,0,20
Cc1ccc(-c2nc3cnccn3c2Nc2ccc3c(c2)OCO3)o1,-6,5,-5,-0.6,-3,15,37,19,37
COC(=O)[C@@H]1CCCN1C(=O)CCc1nnc(C2CCCCC2)o1,-5,1,-1,0.4,-2,-5,9,0,12
CCC(C)N(C(=O)c1csnn1)C(C(=O)NC(C)(C)C)c1ccccc1 (stereo not drawn),10,-3,-4,1.0,0,11,14,26,21
COC(=O)[C@@]12CCCN1[C@H](c1ccc(-c3ccc(F)cc3)c(OC)c1)[C@H]1C(=O)N(C)C(=O)[C@H]12,-47,-7,0,0.0,1,5,18,18,-3
Cc1cccc(N2CCN(C(=O)c3ccccc3NC(=O)C3=CSCCO3)CC2C)c1 (stereo not drawn),8,1,6,0.2,-2,15,36,15,38
CN(CC(=O)Nc1ccc2c(c1)OCO2)S(=O)(=O)c1ccc(F)cc1,24,-4,-8,2.5,0,-4,0,26,-1
Cc1ccc(/C=C/C(=O)OCC(=O)NC(C)C)o1,5,-3,-3,2.2,-3,-4,4,6,10
Cc1cc(C)n(-c2nc(NC(C)(C)C)nc(NC(C)(C)C)n2)n1,36,-9,20,108*,9,45*,42,32,35
O=C(CCc1ccccc1)Nc1cc2c3c(c1)CCC(=O)N3CCC2,0,-6,8,1.6,-1,11,12,5,5
O=S(=O)(c1cccc2cccnc12)N1CCCCC1,-1,-6,7,-0.2,1,-16,-4,33,-11
O=C(C1CC1)N1CCc2[nH]c3ccccc3c2C1,9,1,-1,2.0,5,-2,0,21,8
Cc1ccc2cc(C(c3nnnn3Cc3ccccc3)N3CCN(c4ccccc4)CC3)c(=O)[nH]c2c1 (stereo not drawn),10,0,4,-1.7,0,4,21,8,29
Cc1ccc(NC(=O)N2CCCC2C(=O)NCc2ccccc2Cl)cc1 (stereo not drawn),5,0,1,-0.6,-3,3,5,-14,2
O=S(=O)(c1ccccc1)C1(S(=O)(=O)c2ccccc2)CCCC1,4,-4,3,0.8,2,-33,9,4,21
COCCn1c(C)cc(C(=O)CSc2n[nH]c(N)n2)c1C,-8,-2,4,0.8,-2,5,10,9,16
Cc1cccc(C)c1NC(=O)CN1CCN(CC(=O)NCC2(N3CCCCC3)CCCCC2)CC1,-74,-1,0,-0.3,-1,-3,-3,-21,-8
COc1cc(OC)c(OC)cc1/C=C1\CCC(C2CCCC2)C1=O (stereo not drawn),7,-6,11,-0.1,0,27,9,14,14
C/C(=N\OC(=O)c1cccc(C(F)(F)F)c1)c1sc(-c2ccccc2)nc1C,1,0,-6,5.5,5,3,12,-79,10
O=C(CN1C(=O)c2ccccc2C1=O)Nc1cc(C(=O)O)cc(C(=O)O)c1,0,0,3,1.5,-6,8,-1,-28,2

# Looked up above:
# In CHOP UPR activ, COc1ccccc1NC(=O)Cc1ccc(-c2ccccc2)cc1 is entered as 1.1
# In UPR XBP1 act, Cc1ccc2cc(C(c3nnnn3Cc3ccccc3)N3CCN(c4ccccc4)CC3)c(=O)[nH]c2c1 (stereo not drawn) is entered as 0

# More records follow.
SMILES,APJ antagonist,APJ agonist,CXCR6 block,CHOP UPR activ,UPR XBP1 act,TIM10 inh,tim23-1 inh,Mdm2-MdmX inh,tim10-1 inh
O=C1NN(c2ccccc2)C(=O)/C1=C\c1ccc2c(c1)OCO2,18,3,11,5.5,-6,-18,1,14,-43
COc1ccc(C2CC(C(F)(F)F)n3nc(C(=O)NCCN4CCOCC4)cc3N2)cc1 (stereo not drawn),0,0,-6,2.2,-1,4,14,14,8
COc1ccc(NC(=O)CN2CCC(C(=O)c3ccc(C)cc3)CC2)c(OC)c1,9,1,10,2.5,-4,-1,15,-4,11
CCOC(=O)C1CCN(C(=O)c2ccc(C)c(S(=O)(=O)N3CCCC3)c2)CC1,10,6,-6,-0.9,-3,-1,3,7,5
CCN(CC)S(=O)(=O)c1cccc(NC(=O)c2cc(-c3cccs3)nn2-c2ccccc2)c1,-17,0,6,-0.4,-1,18,14,5,23
COc1cc(/C=C/c2sc3ccccc3[n+]2CCCS(=O)(=O)[O-])ccc1O,51*,-9,51*,1.1,2,31,52*,-2,45*
CN(C)CC/C=C1\c2ccccc2Sc2cc(F)c(Cl)cc21,17,-4,-7,2.2,13,0,-45,66*,23
CC1CCCC(NC(=O)CN(C)S(=O)(=O)c2cccc3cccnc23)C1C (stereo not drawn),8,-3,-1,-1.1,-2,12,23,-7,30
Cc1cc2ccccc2c(=O)n1CC(=O)Nc1ccc2c(c1)OCCO2,22,-14,7,-0.8,0,14,2,17,7
O=C1c2ccccc2NC(c2ccc(-c3ccc(Br)cc3)o2)N1O (stereo not drawn),-2,2,-14,-2.2,1,44*,62*,73*,46*
COc1ccc(-c2cc(C(=O)Nc3cccnc3)no2)cc1OC,5,3,-11,8.4,2,1,25,-61,18
Cc1ccc(OCCn2c(=S)[nH]c3c(N)ncnc32)cc1,16,-5,4,2.2,1,-13,-7,-14,10
Cn1c(=O)[nH]c(=O)c2c1nc(N)n2Cc1ccccc1,12,-6,2,3.4,-1,8,2,8,-12
Cc1cccc(NS(=O)(=O)c2ccc(C(=O)NCC(c3ccccc3)N(C)C)cc2)c1C (stereo not drawn),6,-5,8,-1.7,-1,7,-1,34,-6

# 3 compounds already listed, ordered by the number in CXCR6 block, largest number first:
structure	APJ antagonist	CXCR6 block	Mdm2-MdmX inh
O=C1NN(c2ccccc2)C(=O)/C1=C\c1ccc2c(c1)OCO2	18	11	14
CCN(CC)S(=O)(=O)c1cccc(NC(=O)c2cc(-c3cccs3)nn2-c2ccccc2)c1	-17	6	5
CCOC(=O)C1CCN(C(=O)c2ccc(C)c(S(=O)(=O)N3CCCC3)c2)CC1	10	-6	7

# The list is partial; the hit share may differ from the screen's.
